GAA glycogen mod = GAA glycogen-cleavage inhibition or activation; P10253; recombinant GAA, glycogen substrate, Amplex Red glucose oxidase fluorescence; Potency, µM (highest dose often 76.4 µM), inactives show at the highest dose activity change, negative = inhibition, hits mostly inhibitors; actives 0.38% (n = 300,000); AID 2100;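 note: 0% = full enzyme reaction and -100% = no-enzyme basal signal; the screen sought inhibitors and activators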
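Recombinant human enzyme (4 nM); glycogen substrate; 37 C, 40 min, pH 5.0. Readout: coupled glucose oxidase/Amplex Red fluorescence.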
Tau fluor cs = counter-screen for tau fibril formation inhibitors; tau K18 P301L Alexa594 fluorescence, heparin fibrillization; Potency, µM (highest dose often 57.7 µM), for the others: top-dose activity change, negative = decrease; actives 0.93% (n = 280,000); note: % is set by controls: 0 for no effect and ±100 for the full control effect; nearly all actives have a fitted effect of over 55% in size
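Human tau K18 P301L (15 uM unlabeled, 0.24 uM Alexa 594-labeled) in 100 mM sodium acetate pH 7 with 20 uM heparin, 6 hr at 37 C. ThT 30 uM added, 1 hr ambient; Alexa 594 FP and total fluorescence read at 555/632 nm.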
ALDH1A1 inh = inhibitors of human aldehyde dehydrogenase 1A1 | P00352 | Purified ALDH1A1, NADH fluorescence, propionaldehyde substrate | Potency, µM (highest dose often 75.3 µM), without a hit: top-dose activity, negative = inhibition, hits mostly inhibitors | actives 7.3% (n = 220,000) | AID 1030; active = well fitted inhibition curve with a large enough effect, not every such curve was filed as active; inconclusive = small, poorly fitted or top-dose-only effect, or another doubt; inactive = no such curve, though single readings can be large or run the other way;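 note: plate controls were no enzyme wells and a reference inhibitor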
Target sequence (P00352 whole entry, looked up): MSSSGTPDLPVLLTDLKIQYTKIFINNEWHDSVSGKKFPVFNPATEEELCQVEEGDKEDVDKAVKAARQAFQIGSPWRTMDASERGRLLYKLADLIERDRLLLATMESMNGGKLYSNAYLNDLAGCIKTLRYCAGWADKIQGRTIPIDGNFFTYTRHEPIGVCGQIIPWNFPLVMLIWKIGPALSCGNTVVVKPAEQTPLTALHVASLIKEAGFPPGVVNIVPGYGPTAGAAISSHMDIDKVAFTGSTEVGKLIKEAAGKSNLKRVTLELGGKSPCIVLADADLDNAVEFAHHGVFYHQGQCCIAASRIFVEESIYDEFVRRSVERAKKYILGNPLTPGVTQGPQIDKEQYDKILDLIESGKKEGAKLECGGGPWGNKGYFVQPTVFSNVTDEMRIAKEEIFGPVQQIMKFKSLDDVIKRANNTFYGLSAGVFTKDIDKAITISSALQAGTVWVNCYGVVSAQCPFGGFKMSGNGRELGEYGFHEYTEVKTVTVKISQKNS
aGlu spleen mod = inhibits or activates alpha-glucosidase in human spleen homogenate. P10253. Potency, µM (series often up to 79.9 µM), without a hit: top-dose activity change, negative = inhibition, usual class: inhibitors. actives 0.006% (n = 240,000). human spleen homogenate, 4-MU-alpha-glucoside fluorescence;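 note: 0% = enzyme with vehicle and -100% = no enzyme basal signal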
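Compounds were titrated against alpha-glucosidase in spleen homogenate at pH 5.0, with 1 mM 4-methylumbelliferyl substrate for 40 min at 37 C. Reactions were quenched with pH 10 NaOH/glycine and fluorescence measured.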
aGal spleen mod = alpha-galactosidase A (human) modulation; human spleen homogenate, 4MU-alpha-Gal fluorescence, 40 min; P06280; Potency, µM (highest dose often 80 µM), without a hit: top-dose activity change, negative = inhibition, actives largely listed as inhibitors; actives 0.008% (n = 240,000);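 note: 0% = enzyme with vehicle and -100% = no enzyme basal signal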
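Inhibition or activation of alpha-galactosidase in human spleen homogenate is scored by 4-MU fluorescence after 40 min at 37C, pH 5.0, with 1 mM substrate. AC50s come from concentration-response fitted to the Hill equation.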
NPSR antagonist = blocks cAMP signaling of the human neuropeptide S receptor; Q6W5P4; CHO-NPSR cells, cAMP TR-FRET, antagonist mode; Potency, µM (titrated, usually from 38.3 µM), inactives show at the top dose activity change, negative = inhibition, actives largely listed as inhibitors; actives 1% (n = 220,000); AID 1461; note: % is set by controls: 0 for no effect and ±100 for the full control effect; nearly all actives have a fitted effect of over 50% in size; many of its hits are not listed in these tables
Target sequence (Q6W5P4 whole entry, looked up): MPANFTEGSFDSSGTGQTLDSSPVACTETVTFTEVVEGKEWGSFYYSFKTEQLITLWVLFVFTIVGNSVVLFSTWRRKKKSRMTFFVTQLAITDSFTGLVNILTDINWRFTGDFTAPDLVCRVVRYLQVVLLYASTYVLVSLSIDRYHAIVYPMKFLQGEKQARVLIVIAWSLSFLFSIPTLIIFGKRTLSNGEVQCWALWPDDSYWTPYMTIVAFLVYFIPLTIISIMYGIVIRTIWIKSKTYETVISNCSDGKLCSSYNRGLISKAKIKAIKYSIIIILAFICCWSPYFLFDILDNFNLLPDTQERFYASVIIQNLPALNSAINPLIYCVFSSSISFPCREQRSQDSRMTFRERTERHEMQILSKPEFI
GAA inh = blocks human lysosomal alpha-glucosidase. P10253. purified human GAA, 4-MU-alpha-glucoside fluorescence. Potency, µM (top dose mostly 76.9 µM), without a hit: at the top dose activity change, negative = inhibition, actives largely listed as inhibitors. actives 0.005% (n = 200,000);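 note: plate controls were uninhibited enzyme wells for no effect and no-enzyme background for full effect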
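Read-out is 4-methylumbelliferone fluorescence (Ex 365/Em 440 nm) after NaOH/glycine stop at pH 10. Enzyme 4 nM, substrate 400 uM, pH 5.0 citrate buffer, 20 min room temperature; AC50 from Hill-equation concentration-response.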
Epigenetic derep = epigenetic control regulation, reporter derepression | murine LDR cells, GFP reporter derepression, 30 h | Potency, µM (top dose mostly 53.9 µM), without a hit: at the top dose GFP activation, most hits filed as activators | actives 0.2% (n = 280,000) | AID 1865; note: % of control where 0% means no effect; nearly all actives have a fitted effect of over 60% in size
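Readout is the number of GFP-expressing murine LDR cells, counted by cytometry following washing. Cells were treated with compound for 30 h at 37 C; the stably integrated CMV-GFP locus is normally silent.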
An asterisk follows results filed as active; ? = inconclusive; . = not tested or not shown; [ ] = another dose, or the depositor's remark. Unless noted, calls come from the whole dose curve; as a rule, active = well fitted curve in the direction sought with a large enough effect; inconclusive = small, poorly fitted or top-dose-only effect, or another doubt; inactive = no such curve, though single readings can be large; an effect the other way counts as inactive or inconclusive. Potency is the fitted concentration of half-maximal effect.

SMILES	GAA glycogen mod	Tau fluor cs	ALDH1A1 inh	aGlu spleen mod	aGal spleen mod	NPSR antagonist	GAA inh	Epigenetic derep
O=C(Nc1ccc(Oc2c(F)c(F)c(F)c(F)c2F)cc1)OC1CCN2Cc3ccccc3N=C12 (stereo unspecified)	4%	12%	.	-1%	11%	2µM*	-6%[15.4 µM]	3.2%
COCCN(C(=O)C(=O)NC1CCCC1)C(C(=O)NC1CCCC1)c1ccccc1F (stereo unspecified)	-8%	-9%	9%	4%	-2%	-15%	6%	-0.6%
O=C(CNC(=O)c1cccc(F)c1)OCc1cc(=O)n2cc(Br)ccc2n1	13%	2%	-12%	1%	2%	6%	-4%	-0.1%
CCOC(=O)N1CCN(C(=O)COc2ccc3c(c2)C(=O)CC2(CCN(C(C)=O)CC2)O3)CC1	4%	-9%	?	21%	?	-17%[46.1 µM]	?	-0.9%
Cc1cc(=O)oc2cc(OCC(=O)OCC(=O)Nc3ccccc3C(C)C)ccc12	-6%	-12%	?	-4%	3%	6%	10%	0.0%
N#CCC(=O)N/N=C/c1ccc(OCC(=O)Nc2ccc(F)cc2)cc1	3%	-24%	0%	-5%	-4%	1%	-5%	0.0%
Cc1nc(SCC(=O)Nc2nc3ccccc3s2)c(C#N)c(C)c1C	-6%	-13%	?	-4%	4%	-38%	-6%	4.4%
OCCCn1c(-c2ccccc2)n[nH]c1=S	-3%	1%	1%	-13%	-22%	12%	9%	-1.0%
COc1ccc(C2C(C#N)=C(N)Oc3cc(C)n(Cc4ccncc4)c(=O)c32)cc1 (stereo unspecified)	3%	-11%	?	-24%	-4%	0%[46.1 µM]	-3%	-2.6%
COc1cccc(-c2nc(-c3ccccc3)nc(N3CCN(C)CC3)c2C#N)c1	15%	-16%	4%	2%	-4%	-55%	2%	5.4%
O=C(NCCCNC(=O)c1ccccn1)c1ccccn1	-1%	19%	2%	0%	3%	-3%[46.1 µM]	-7%	0.0%
O=C1N/C(=N/S(=O)(=O)Cc2ccccc2)S/C1=C/c1ccc2c(c1)OCO2	1%	5%	.	-1%	7%	?	.	-0.9%
FC(F)(F)c1cccc(N2CCc3cn[nH]c32)c1	-5%	?	?	-18%	-12%	33%[46.1 µM]	-7%	-4.8%
CCOCCCNC(=S)Nc1ccc2nc(N3CCCC3)cc(C)c2c1	3%	4%	?	-9%	-11%	0%	2%	0.0%
C/C(=N/NC(=O)c1cc(-c2cccc([N+](=O)[O-])c2)n[nH]1)c1cccc(O)c1	-9%	-18%	.	-9%	-4%	6%[7.67 µM]	.	-0.3%
Cc1nnc(NC(=O)CSc2nnc(Cc3cccn3C)n2CCc2ccccc2)s1	3%	-8%	-1%	-5%	4%	-14%[46.1 µM]	2%	1.9%
CS(=O)CCC(NS(=O)(=O)c1ccccc1)C(=O)O (stereo unspecified)	6%	4%	6%	1%	7%	4%[46.1 µM]	0%	1.2%
CCOC(=O)N/N=C1/C[C@@H](O)[C@@H](O)[C@@H]2[C@@H]3C(=O)N(Cc4ccc5c(c4)OCO5)C(=O)[C@H]3CC[C@@H]12	.	-8%[11.6 µM]	4%[13.5 µM]	1%[17.4 µM]	-11%[17.5 µM]	.	.	0.8%[10.1 µM]
O=C1Nc2ccccc2OC1CC(=O)N1CCN(c2cccc(C(F)(F)F)c2)CC1 (stereo unspecified)	0%	-24%	-6%	-6%	-2%	-18%[46.1 µM]	-5%	12%
Cc1csc(NC(=O)Cc2coc3cc(C)c(C(C)C)cc23)n1	-1%	?	10%	-7%	-8%	-21%[46.1 µM]	-7%	1.9%
Cc1cccc(NC(=O)/C(C#N)=C/c2cn(CC(=O)NCc3ccco3)c3ccccc23)c1	0%	10%	-16%	2%	-3%	-7%	11%	5.7%
O=C(Cc1ccc(-c2ccccc2)cc1)NNC(=S)NCc1ccco1	-8%	6%	10%	9%	-3%	17%	1%	0.0%
COc1ccc(S(=O)(=O)N2CCN(c3cccc(C)c3C)CC2)cc1	5%	-24%	7%	-8%	-4%	-6%[46.1 µM]	-4%[15.4 µM]	0.8%
Cc1cc(=O)[nH]c(SCC(=O)Nc2cccc(C(F)(F)F)c2)n1	-2%	-3%	0%	-2%	9%	1%[46.1 µM]	-2%	0.0%
O=C(O)CC(C(=O)Nc1cccc(C(F)(F)F)c1)C1CCCO1 (stereo unspecified)	5%	0%	9%	4%	1%	-4%[46.1 µM]	1%	-0.7%
CCOC(=O)c1sc(=S)n(-c2ccccc2)c1N	2%	-2%	?	-7%	-4%	1%[46.1 µM]	-1%	2.0%
CCNC(=O)COC(=O)c1cc(-c2ccco2)nc2ccccc12	4%	?	?	-17%	2%	7%	13%	1.1%
CC1=NN(c2ccccc2)C(=O)C1/C=C1\NC(=S)NC1=O (stereo unspecified)	-12%	4%	13µM*	0%	-2%	-1%	6%	2.5%
O=C(Cn1cnc([N+](=O)[O-])n1)NC1CC1	6%	0%	0%	.	6%	14%	3%	-1.3%
CC(C)(Cc1nc2ccccc2[nH]1)C(=O)O	0%	-11%	2%	-2%	5%	2%[46.1 µM]	-1%	0.0%
Cc1cc(Cl)ccc1NC(=S)NCCN1CCOCC1	2%	11%	2%	-2%	-2%	6%	0%	1.1%
Cn1c2c(c(=O)n(C)c1=O)C(CC(=O)Nc1ccccc1)C(=O)N2 (stereo unspecified)	0%	5%	15%	-1%	5%	?	-3%	5.4%
Cc1cc(C)c(NC(=O)C(C)(C)C)c(Cl)c1	11%	4%	2%	-1%	-3%	-12%[46.1 µM]	-5%	-2.7%
COc1ccc(NC(=O)Nc2ccc(C)cc2OC(F)F)cc1OC	0%	?	-6%	-4%	-6%	-7%[46.1 µM]	-11%	-0.8%
Cc1ccc(C(CCN)c2ccco2)cc1 (stereo unspecified)	2%	-8%	-1%	-3%	-15%	-11%[46.1 µM]	1%	-1.1%
CC(C)C1=CC(=NS(=O)(=O)c2cccc([N+](=O)[O-])c2)C=C(C(C)C)C1=O	-7%	-5%	14%	-10%	1%	11%[46.1 µM]	-1%	-3.1%
COc1ccc(NC(=O)c2cc(-c3cc(C)cc(C)c3O)n[nH]2)cc1Cl	?	?	-5%	-8%	-5%	-19%[46.1 µM]	-1%	0.0%
CC(C)(C)NC(=O)C(c1ccncc1)N(C(=O)C1CSC(=O)C1)c1ccccc1 (stereo unspecified)	-4%	-12%	16%	-1%	5%	-4%	14%	-6.7%
O=c1/c(=C/c2ccccn2)sc2nc3ccccc3n12	0%	-16%	6%	-9%	7%	1%[46.1 µM]	-6%	-0.7%
Cc1ccccc1N(CC(=O)NCc1ccncc1)S(C)(=O)=O	-7%	12%	0%	-4%	-4%	-5%[46.1 µM]	-9%	0.7%
COc1ccc(C(=O)COC(=O)C2CCN(S(=O)(=O)c3cccc4cccnc34)CC2)cc1	8%	?	-4%	-7%	2%	19%	-10%	0.0%
CS(=O)(=O)N(CC(=O)Nc1ccccc1C(=O)NCCc1ccccc1)c1ccc2c(c1)OCCO2	-7%	?	3%	4%	14%	-12%[46.1 µM]	-3%	0.0%
COc1ccc(S(=O)(=O)Nc2ccc3ccccc3c2)cc1C	0%	?	-4%	-11%	1%	-27%[46.1 µM]	3%	0.8%
Cc1ccc(NC(=O)c2cnn(C)c2)cc1[N+](=O)[O-]	0%	-12%	0%	7%	10%	5%	-7%	1.1%
COc1ccc(-c2ccc(SCC(=O)c3ccc(F)cc3)nn2)cc1OC	-3%	-12%	16µM*	0%	-1%	-8%	-9%	-2.8%
COc1ccc(N(Cc2cc3cccc(C)c3[nH]c2=O)C(=O)C2CCCO2)cc1 (stereo unspecified)	7%	-3%	.	4%	6%	-5%[7.67 µM]	.	-1.4%
CCc1ccc(OCc2cnc(Cl)s2)cc1	9%	3%	3%	0%	-5%	3%	2%	-1.6%
O=C(c1cncc(Br)c1)N1CCc2ccccc2C1	-7%	-8%	6%	4%	-1%	3%[46.1 µM]	7%	-1.0%

Single records (already shown).
COc1ccc(C(=O)COC(=O)C2CCN(S(=O)(=O)c3cccc4cccnc34)CC2)cc1 reads GAA glycogen mod: 8%; Tau fluor cs: ?; ALDH1A1 inh: -4%; aGlu spleen mod: -7%; aGal spleen mod: 2%; NPSR antagonist: 19%; GAA inh: -10%; Epigenetic derep: 0.0%
Cc1ccc(NC(=O)c2cnn(C)c2)cc1[N+](=O)[O-] reads GAA glycogen mod: 0%; Tau fluor cs: -12%; ALDH1A1 inh: 0%; aGlu spleen mod: 7%; aGal spleen mod: 10%; NPSR antagonist: 5%; GAA inh: -7%; Epigenetic derep: 1.1%

The results go on:
SMILES	GAA glycogen mod	Tau fluor cs	ALDH1A1 inh	aGlu spleen mod	aGal spleen mod	NPSR antagonist	GAA inh	Epigenetic derep
Cn1c(Cc2ccccc2)nnc1SCc1nc2ccccc2c(=O)[nH]1	3%	-1%	-7%	-18%	1%	-3%	-2%	0.0%
Cc1ccc(-c2nnc(Nc3ccc4c(c3)OCO4)c3ccccc23)cc1S(N)(=O)=O	-11%	?	11%	-1%	0%	?	-8%	1.0%
CCOC(=O)CCc1c(C)c2ccc(OC(C)C(=O)OCC)c(C)c2oc1=O (stereo unspecified)	4%	-8%	?	-6%	-1%	?	-12%	-0.7%
COC(=O)[C@@H](NC(=O)NCc1ccccc1F)C(C)C	3%	-5%	6%	-13%	-7%	-4%[46.1 µM]	0%	-2.1%
CC(=O)NCCC(=O)Nc1cc(S(=O)(=O)N2CCOCC2)ccc1N1CCOCC1	-5%	-3%	0%	-10%	4%	10%	-4%	2.6%
COc1ccc(/C=N/n2cnnc2)cc1Cn1nc(C)c([N+](=O)[O-])c1C	13%	8%	-6%	-2%	0%	-10%	8%	1.1%
c1ccc2c(c1)ncn2CCN1CCCCC1	6%	-8%	4%	-4%	-1%	5%[46.1 µM]	-23%	-1.2%
COc1ccc(Cn2c(=O)[nH]c3cc(C(=O)NCCCOC(C)C)ccc3c2=O)cc1	2%	-8%	?	5%	8%	-14%	6%	2.6%
Cc1nc(NC(=O)c2cccnc2)ccc1Br	1%	-3%	10%	-2%	0%	3%[46.1 µM]	-7%	-1.1%
Cc1ccccc1CSCC(=O)N1CCN(c2ccccc2)CC1	-3%	-14%	1%	-8%	-3%	-17%	-2%	-1.9%

Source: PubChem (National Center for Advancing Translational Sciences (NCATS))

Only part of the results is shown; rates above refer to the full screens.
